Pf Dd2 inh: qHTS Primary assay for Inhibitors of Plasmodium falciparum Dd2 growth in vitro | P. falciparum Dd2 growth, SYBR Green, 72 h | Potency, µM (highest dose often 28.9 µM), without a hit: top-dose activity, negative = inhibition, most hits filed as inhibitors | 4.3% of 120,000 active | AID 1347417, 2020; active = well fitted inhibition curve with a large enough effect; inconclusive = small, poorly fitted or top-dose-only effect; inactive = no such curve, though single readings can be large or run the other way;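 note: plate controls were DMSO vehicle for no effect and reference drug for full effect; nearly all actives have a fitted effect of over 65% in size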
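Infected erythrocytes (Dd2, 0.3% parasitemia, 2.5% hematocrit final) are added to compound in RPMI-1640/Albumax II medium, grown 72 h at 37C in low oxygen, then lysed with saponin/Triton-X containing SYBR Green and read by fluorescence.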
Numbers without * were called inactive; i = inactive; u = inconclusive; & = joins results of further samples; [ ] = remark or other dose. Potency is the fitted concentration of half-maximal effect.

Compound	Pf Dd2 inh
CCOc1nccnc1NC1CCN(C(=O)Cc2cccs2)CC1	i[5.79 µM]
O=C1N[C@@H]2CCN(S(=O)(=O)c3ccccc3)[C@@H]2C(=O)N1c1ccc(Oc2ccccc2)cc1	u
Cn1cnnc1CC1CCN(C(=O)c2cc3c([nH]c2=O)CCCC3)CC1	5%
COC(=O)CCNC(=O)NC(CCC(C)C)c1c(-n2cccc2)sc2c1CCN(C)C2 (stereo not given)	u
COCc1noc([C@@H]2CC(F)(F)CN2C(=O)CCn2cccn2)n1	8%
NC(=O)[C@H]1C[C@@H](O)[C@H](O)[C@H]2[C@@H]1SC(=NCC1CCCCC1)N2Cc1ccc(F)cc1	i
CCC1Oc2ccc(NC(=O)Cc3cccs3)cc2CN(C(CC)c2ccccc2)C1=O (stereo not given)	u
Cc1noc([C@@H]2CN(C(=O)Cc3c(F)cccc3Cl)C[C@H]2C(N)=O)n1	i
O=C(NC1CC1)c1ccccc1OCC1CCCN(Cc2cn[nH]c2-c2cccs2)C1 (stereo not given)	-1%
Cc1noc(C)c1S(=O)(=O)N1CCCC(c2[nH]ccc2C(N)=O)C1 (stereo not given)	-9%
COc1ccc(-c2noc([C@@H]3C[C@@H](O)CN3C(C)C)n2)cc1	-10%[44.1 µM]
N#Cc1ccccc1CN1CCNc2nc(CNCc3ccccc3)n(Cc3ccccc3)c2C1=O	u
Cc1ccc(NC(=O)CSc2nc3ccccc3c3nc(CCn4cncc4C)nn23)cc1F	u
CC(C)Cc1cc(CN2CCC(CO)(CN3CCCC3)CC2)[nH]n1	-4%
COc1cccc(Nc2ncc3c(n2)C(C)(C(=O)Nc2ccc(OC)nc2)CC3)c1 (stereo not given)	-2%[44.1 µM]
O=C(C1CCCC1)N1CCCCC12Cc1ccccc1NC2=O (stereo not given)	-14%[44.1 µM]
COCCCNC(=O)c1cccc2c1CCN2C(=O)Nc1cccc(C)c1	i
O=C(CC1N=C2c3ccccc3N=C(SCc3ccc(F)cc3)N2C1=O)NCc1cccs1 (stereo not given)	80%[activator]
O=C1CN(C(=O)c2ccc(S(=O)(=O)N3CCCC3)cc2)C(c2ccc(F)cc2)c2cc(Br)ccc2N1 (stereo not given)	u
Cc1noc2c(N(C)C)cc(-c3cccnc3)nc12	-3%[44.1 µM]
CCCNC(=O)C1COC2(CCN(C(=O)CC(C)(C)C)CC2)N1C(=O)c1cccc(OC)c1 (stereo not given)	-3%
CC(C)S(=O)(=O)N1CC[C@H]2C(=O)NCCCCCCN(Cc3ccncc3)[C@@H]2C1	i
CCOC(=O)c1cc(-c2ccccc2)n(CCC(=O)Nc2nc3c(C)cccc3s2)c1C	-17%
Cc1cc(C)c2c(n1)SCC(=O)N2CC(=O)Nc1c(C)cccc1C	10%
COCCC(=O)N[C@@H]1CN(Cc2ccccc2)C[C@H]1CO	4%
O=C(O)CSCC(=O)N1C[C@@H]2C[C@H](C1)c1c(-c3ccccc3F)ccc(=O)n1C2	20%[44.1 µM]
CC1=C(C(=O)Nc2ccc(C)cc2C)C(c2ccccc2C)n2ncnc2N1 (stereo not given)	25%
CCn1c(CN2CCOCC2)nc2cc(NC(=O)c3ccc([N+](=O)[O-])cc3)ccc21	-2%
COCC1CN(C)CC12CCN(Cc1ccc(F)c(Cl)c1)CC2 (stereo not given)	5µM*
CCOC(=O)C1(Cc2cccc(OC)c2)CCCN(C(=O)CCn2ccnc2C)C1 (stereo not given)	u
CC1=C(C(=O)Nc2ccccc2C)C(c2ccncc2)n2nc(SCc3ccccc3)nc2N1 (stereo not given)	2%
O[C@@H]1C[C@@H](c2nc(Cc3ccc(F)cc3Cl)no2)N(Cc2ncc[nH]2)C1	-9%[44.1 µM]
Cc1ccc(CNC(=O)N2CC[C@H]3C(=O)NCCCCCCN(Cc4ccncc4)[C@@H]3C2)cc1	i
CCOc1ccccc1NC(=O)CSc1cn(CC(=O)N2CCCCCC2)c2ccccc12	i
CCc1nc(N2CCC(n3c(=O)[nH]c4ccccc43)CC2)c2cnn(C)c2n1	u
COCC(=O)N1CCC2(CC1)CN(c1ccccc1)C2=O	-4%
O=C(O)CCn1ncc2cc(OCC3CCN(C(=O)C4CCCC4)CC3)ccc21	i
CNC(=O)[C@@H]1C[C@@H](O)CN1C1CCN(C(=O)CCCc2ccccc2)CC1	10%
Cc1cc(N2CCCCC2)nc2ccc(NC(=O)c3ccc(F)cc3)cc12	i
CCOc1ccc(NC(=O)c2cc3c(C)nn(-c4ccccc4)c3s2)cc1	u
CN(C)c1cccc(-c2cnc(Nc3ccncc3)c3c2CCO3)c1	u
Cc1nccn1CCNC(=O)CCC[C@H]1NC[C@@H]2C[C@H]1CN(Cc1ccccc1)C2	3.5µM*
Cc1cc(Cn2cc3c4c(cccc42)[C@H](CC(C)C)N[C@H](C(=O)NC(C)C)C3)no1	u
O=C(c1ccc(F)cc1)N1c2ncnn2C2(CCCCC2)[C@@H]2CCCC[C@@H]21	u
CCn1ncc(N2CCC(NC(=O)c3cccc(OC)c3OC)CC2)cc1=O	-20%

Grouped by structure: the entries above containing a Cl atom
Compound	Pf Dd2 inh
Cc1noc([C@@H]2CN(C(=O)Cc3c(F)cccc3Cl)C[C@H]2C(N)=O)n1	i
COCC1CN(C)CC12CCN(Cc1ccc(F)c(Cl)c1)CC2 (stereo not given)	5µM*
O[C@@H]1C[C@@H](c2nc(Cc3ccc(F)cc3Cl)no2)N(Cc2ncc[nH]2)C1	-9%[44.1 µM]

Continuation.
smiles	Pf Dd2 inh
Cc1cc(C)c(C(=O)N2CCCC3(CN(C)C(=O)O3)C2)cn1 (stereo not given)	-2%
O=C(O)C[C@@H]1CCN(C(=O)C2CCCCC2)C[C@@H]1CC1=NCCc2ccccc21	-5%[44.1 µM]
O=C(CC1CCCC1)N1CC2CC(C1)[C@H]1CCCC(=O)N1C2 (stereo not given in full)	2%
CC(=O)Nc1cccc(-c2cnc3n[nH]c(-c4ccc5c(c4)OCO5)c3n2)c1	2.5µM*
CCNC(=O)N[C@@H]1C=C[C@@H](c2c(C)nn(-c3ccccc3[N+](=O)[O-])c2C)C1	i
Cc1cc(C)nc(N2CC3CCC(C2)N3CC(F)(F)F)c1	i
Cc1nnc2ccc(NC3CCCC3)nn12	-4%
CCCCNC(=O)c1cc(-c2ccc(OC)cc2)nc2n[nH]c(-c3cccc([N+](=O)[O-])c3)c12	u

Copied from the list.
Cc1nnc2ccc(NC3CCCC3)nn12 @ Pf Dd2 inh: -4%
CC(=O)Nc1cccc(-c2cnc3n[nH]c(-c4ccc5c(c4)OCO5)c3n2)c1 @ Pf Dd2 inh: 2.5µM*

Remaining list, next part
smiles	Pf Dd2 inh
Cc1ccc(NC(=O)C2CCCN(S(=O)(=O)c3ccc(F)cc3)C2)cc1 (stereo not given)	i
COc1ccc(C(=O)Nc2nc(-c3nnn(-c4ccc(F)cc4F)c3C)ns2)cc1	-1%
Cc1ccc(C(=O)N2CCC3(C2)C(=O)N(CCc2ccccc2)c2ccccc23)cc1 (stereo not given)	u
COCCO[C@H]1C(=O)N(C2CCN(Cc3ccc(C#N)cc3)CC2)[C@H]1c1ccncc1	3%
COc1cccc(C(=O)Nc2nc3c(s2)CCCC3)c1	i
COc1ccccc1NC(=O)Cn1c(=O)oc2cc(S(=O)(=O)NCc3ccccc3)ccc21	57%[activator]
O=C1c2ccccc2OCC2(CCN([S+](=O)([O-])c3cccc(C(F)(F)F)c3)C2)N1[S+](=O)([O-])c1cccc(C(F)(F)F)c1 (stereo not given)	-19%
COc1cc(NC(=O)C2CCCCC(=O)N2)cc(OC)c1 (stereo not given)	-14%
COc1ccc(-n2nc(C3CCN(C(=O)c4ccc(C)cc4)CC3)[nH]c2=O)cc1	u
COc1cc(Cl)cc(CN2CCN(c3ncccc3C#N)CC2)c1OC	i
COCc1cc(C)nc2c1C(=O)NC(c1ccc(Br)cc1)N2Cc1ccccc1 (stereo not given)	10µM*
COc1cc(Cl)cc(CN2CCC3(CCOCC3)CC2)c1OC	-22%
COCc1noc([C@@H]2CC(F)(F)CN2C(=O)c2cc(C)on2)n1	-7%
CCc1ccc(NC(=O)CSc2nccn2C2CCCC2)cc1	32%[activator]
COc1ccc(C(=O)N2[C@@H]3CC[C@H]2CC(NC(=O)c2ccc(F)cc2)C3)cc1OC (stereo not given in full)	i
CCCOc1cccc(C(=O)N(Cc2cc(OC)c(OC)c(OC)c2)C2CCS(=O)(=O)C2)c1 (stereo not given)	i
CCOc1ccc(CNC(=O)Cn2c(=O)c3cccn3c3ccc(F)cc32)cc1OC	6%
CC(=O)c1ccc(N2CCN(c3ncnc4c3c(-c3ccccc3)cn4-c3ccc(Cl)cc3)CC2)cc1	u
COc1ccc(-c2noc([C@@H]3CCCN3C(=O)Cc3cccc(F)c3)n2)cc1OC	i
CCn1ccc(C(=O)N2CCCn3cc(-c4cccc(C#N)c4)nc32)n1	u
COc1ccccc1CN1C[C@H]2[C@H](C1)[S+](=O)([O-])C(C)(C)C(=O)N2Cc1ccccc1	i
NC(=O)C1CCN([C@H]2[C@@H]3OC[C@@H](O3)[C@@H](NCc3ccncc3)[C@@H]2O)CC1	17%[44.1 µM]
COc1ccc(-c2cc(N3CCC(NC(=O)c4cccc(F)c4)CC3)n[nH]2)cc1	-13%
CCOC(=O)c1cc(-c2ccc(OC)cc2)n(CCC(=O)NCc2ccccc2OC)c1C	7.9µM*
CN(C(=O)c1ccc(F)cc1)C1CCCc2ccccc21 (stereo not given)	i
CC1(c2ccccc2)N(Cc2ccccc2F)C(=O)OC12CCN(Cc1cccnc1)CC2 (stereo not given)	u
CN(C(=O)Cc1ccccn1)C1CCc2ccccc21 (stereo not given)	u
FC(F)(F)CN1C2CCC1CN(c1ccc(C(F)(F)F)cn1)C2	27%
COC(=O)CNC(=O)N1CCC(Oc2ncccc2C(=O)N2CCOCC2)C1 (stereo not given)	17%
O=c1n(-c2ccc(C(F)(F)F)cc2)nc2n1CCN(Cc1ccccc1)C2	-5%&-1%
CCOc1ccc(CC(=O)Nc2nnc3n2CCS3)cc1	3%
CN(CCc1ccccc1)C(=O)C1CCCN(C2CCN(C(=O)C3CC3)CC2)C1 (stereo not given)	-10%
CCOC(=O)c1c(NC(=O)c2cc3ccccc3c(=O)o2)sc2c1CCCC2	29%
O=C(c1ccc[nH]1)N1CCC2(CC1)N=C(c1ccc(Cl)cc1)NO2	8%
CCc1ccc(N2CC(c3noc(-c4ccc5ncccc5c4)n3)CC2=O)cc1 (stereo not given)	-16%
COc1cc(F)cc(-c2ncc3c(n2)OCCN(Cc2ccc(F)cc2F)C3=O)c1	u
COc1ccccc1NC(=O)Nc1ccc2n(c1=O)C[C@H]1C[C@@H]2CN(C(=O)C(=O)O)C1	20%[44.1 µM]
COc1ccccc1C(=O)N1CCC(n2c(=O)[nH]c3ccccc32)CC1	-3%
CN(C)C1CCN(c2ccc(-c3nc(CCCc4ccccc4)no3)cn2)CC1	u
CCOc1ccccc1C(=O)Oc1c(Sc2ccccc2)c(C)nn1C(C)(C)C	i
COc1cc(NC(=O)CCS(=O)(=O)c2ccc3c(c2)n(C)c(=O)c(=O)n3C)cc(OC)c1	11%
COc1ccc(-c2nn(-c3ccc(F)cc3)c(OC(C)=O)c2-c2ccc(NC(C)=O)cc2)cc1OC	u
Cc1cnc(C)c(N2CCN(C(=O)CCCc3c[nH]c4ccccc34)CC2)n1	-11%
COc1ccc(Br)cc1C1CC(=O)Nc2c1c(C)nn2-c1nc(C)cc(C)n1 (stereo not given)	u
CCc1nc2c(c(-c3ccc(Cl)cc3)n1)CN(C(=O)c1cccc(Cl)c1)CC2	u
Cc1ccc(C(=O)NC2CCN(c3cc(-c4ccc(F)cc4)[nH]n3)CC2)c(C)c1	i
COc1ccc(OC)c(CN2C[C@H]3[C@H](C2)[S+](=O)([O-])C(C)(C)C(=O)N3CCOc2ccccc2)c1	u
CC(=O)N1CCc2cc(S(=O)(=O)NC(CC(C)C)C(=O)NCCc3ccccc3)ccc21 (stereo not given)	i

Reformatted as labelled records: part of the list above.
> COc1ccc(Br)cc1C1CC(=O)Nc2c1c(C)nn2-c1nc(C)cc(C)n1 (stereo not given)
- Pf Dd2 inh: u

> CCc1nc2c(c(-c3ccc(Cl)cc3)n1)CN(C(=O)c1cccc(Cl)c1)CC2
- Pf Dd2 inh: u

> Cc1ccc(C(=O)NC2CCN(c3cc(-c4ccc(F)cc4)[nH]n3)CC2)c(C)c1
- Pf Dd2 inh: i

Reformatted field by field: part of the list above.
> Cc1ccc(C(=O)NC2CCN(c3cc(-c4ccc(F)cc4)[nH]n3)CC2)c(C)c1
  Pf Dd2 inh: i
> COc1ccc(Br)cc1C1CC(=O)Nc2c1c(C)nn2-c1nc(C)cc(C)n1 (stereo not given)
  Pf Dd2 inh: u

The listing continues.
smiles	Pf Dd2 inh
CCN1CCN(CCN2CC3(CCN(C(=O)c4ccc(C)nc4)CC3)OC2=O)CC1	-8%
CCOC(=O)c1scc(-c2ccccc2)c1S(=O)(=O)Nc1ccc(N(C)C)cc1	u
COc1cc(C)ccc1OCCSc1nc2ccc(NC(=O)c3ccc(C)cc3)cc2s1	-23%
CC(=O)N1CC[C@@H](CC(=O)O)[C@@H](CC2=NCCc3ccccc32)C1	-2%[44.1 µM]
Cc1nnnn1CCCn1nc(C2CCCNC2)n(-c2ccccc2)c1=O (stereo not given)	6%
COc1cccc(C(=O)N2CCc3nc(-c4ccc(Cl)cc4)nc(-c4ccccc4)c3C2)c1	-10%
CNC(=O)[C@@H]1C[C@H](Oc2ccccc2)CN1C(=O)Nc1ccccc1	-8%
CN(Cc1ccccc1)c1ccc2nnc(-c3ccccn3)n2n1	u

This is a subset; rates above refer to the full screens.
